ASAP1 inh = blocks human ASAP1-stimulated Arf1 GTP hydrolysis. Q9ULH1. AID 624377. inhibition, % at 16.5 µM. 0.19% of 360,000 active. GDP FP detection; in the data active = inhibition above about 25%;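 note: 0% = vehicle with enzyme and substrate and 100% = no enzyme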
Target sequence (Q9ULH1 325-724 limits assumed): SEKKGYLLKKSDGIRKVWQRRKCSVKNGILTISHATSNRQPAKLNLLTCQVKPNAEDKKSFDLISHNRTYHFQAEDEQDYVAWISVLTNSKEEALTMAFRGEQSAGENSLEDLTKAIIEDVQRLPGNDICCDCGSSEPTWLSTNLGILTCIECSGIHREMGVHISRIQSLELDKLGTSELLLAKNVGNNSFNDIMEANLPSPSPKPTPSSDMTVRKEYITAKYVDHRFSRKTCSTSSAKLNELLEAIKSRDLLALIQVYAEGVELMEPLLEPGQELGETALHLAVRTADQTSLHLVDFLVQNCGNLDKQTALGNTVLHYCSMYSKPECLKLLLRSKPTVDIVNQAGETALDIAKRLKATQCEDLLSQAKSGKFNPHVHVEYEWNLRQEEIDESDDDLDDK
Tn7 DDE FP = inhibitors of Tn7 peptide binding to human fibrin DD(E). P02675. FP displacement of FITC-Tn7 peptide from fibrin DD(E); 0% = median of compound wells per plate. inhibition, % at 8.3 µM. 0.13% of 370,000 active. AID 720508;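 active = inhibition above the mean of compounds falling within the control limits plus 3 SD of them, cut at about 14% in these data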;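 note: 0% = plate median of compound wells and 100% = 10 µM Aha-Tn7 peptide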
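Assay system: human fibrin DD(E) protein / Input: 2 µM fibrin DD(E) / Benchmarks: high control of 10 µM Aha-Tn7 peptide / Measured by: fluorescence polarization of the labelled Tn7 tracer / Medium: Tris buffer with calcium and detergent, pH 7.8 / Timing: 10 min compound pre-incubation, 3 h probe incubation at room temperature / Repeats: one replicate per compound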
LEDGF integ inh = blocks HIV-1 LEDGF/p75-dependent DNA integration. TR-FRET IN-LEDGF/p75 DNA integration, Eu/Cy5. 0.64% of 370,000 active. inhibition, % at 3.7 µM;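 active = inhibition above the screen-wide mean plus 3 SD, cut at about 13% in these data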;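 note: signal is the Cy5 over europium emission ratio at 671 and 618 nm; 0% = plate median of compound wells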
ADAM10 inh = inhibitors of human ADAM10 | recombinant ADAM10, EDANS/DABCYL FRET peptide cleavage, 3 h | inhibition, % at 7 µM | AID 720582 | O14672 | 0.62% of 370,000 active;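 active = inhibition above a per-campaign cutoff equal to the mean of compounds falling between control-based bounds plus 3 SD, cut at about 20% in these data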;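 note: 0% = DMSO wells while the 100% control is not disclosed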
ARFGAP1 inhibitor = rat ARFGAP1 inhibition | 0.26% of 360,000 active | Q62848 | AID 651572 | Arfgap1-stimulated ARF1 GTP hydrolysis, GDP FP detection | inhibition, % at 16.5 µM;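 active = inhibition above a per-plate limit, mean inhibition of low control wells plus 3 SD, cut at about 25% in these data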;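 note: 0% = DMSO wells with enzyme and 100% = wells lacking Arfgap1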
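material = rat Arfgap1 catalytic domain, aa 1-136 | also added = human ARF1(Δ1-17)-GTP substrate | compound dosing = one concentration, 16.5 µM, DMSO 1.26% | times = GTP hydrolysis reaction 2 h at 25 °C | measured by = FP, GDP Alexa 633 tracer displaced from anti-GDP antibody, 620/688 nm | evaluation = percent inhibition of Arfgap1-stimulated GTP hydrolysis | replication = single well per compound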
ADAM17 inh = ADAM17 inhibition, QFRET primary screen | recombinant ADAM17, EDANS/DABCYL FRET peptide cleavage | P78536 | AID 720648 | inhibition, % at 6.95 µM | 0.83% of 370,000 active;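 active = inhibition above the mean of compounds lying between control limits plus 3 SD, set per campaign, cut at about 8.5% in these data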;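 note: 0% = DMSO-only wells as the low control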
TDP2 inh = TDP2 (human) inhibition, absorbance primary screen | O95551 | recombinant TDP2, T5PNP hydrolysis, p-nitrophenol absorbance 415 nm | inhibition, % at 12.8 µM | 0.34% of 370,000 active;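 active = inhibition above the mean of all tested compounds plus 3 SD, set per campaign, cut at about 25% in these data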;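 note: 0% = DMSO with enzyme and 100% = buffer with substrate but no TDP2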
Target sequence (O95551 whole entry, looked up): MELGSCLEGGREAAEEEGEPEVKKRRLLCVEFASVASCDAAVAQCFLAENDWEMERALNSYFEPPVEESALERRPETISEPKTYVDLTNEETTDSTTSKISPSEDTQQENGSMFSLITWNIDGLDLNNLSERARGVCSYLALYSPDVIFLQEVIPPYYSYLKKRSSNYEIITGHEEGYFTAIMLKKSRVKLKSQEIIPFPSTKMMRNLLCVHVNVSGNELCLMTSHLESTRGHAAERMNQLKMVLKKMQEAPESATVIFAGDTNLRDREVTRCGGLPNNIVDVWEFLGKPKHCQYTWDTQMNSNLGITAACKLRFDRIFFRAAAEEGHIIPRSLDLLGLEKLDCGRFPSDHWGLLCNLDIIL
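System: recombinant human TDP2 / Amount: 120 nM TDP2 per well / Also added: 5 mM T5PNP chromogenic substrate / Doses: 12.8 µM single point, 1% DMSO / Incubation: 2 h at 37 °C / Detection: p-Nitrophenol epi absorbance / Evaluation: % inhibition relative to enzyme-containing and enzyme-free wells / Repeats: singlicate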
DDE Tn6 FP inh = disrupts Tn6 cyclic peptide binding to fibrin D-Dimer-E complex; P02675; Fibrin DD(E) TRITC-Tn6 fluorescence polarization displacement; inhibition, % at 8.3 µM; 0.21% of 370,000 active; AID 720509;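 active = inhibition above a per-campaign cutoff: mean of compounds within control limits plus 3 SD, cut at about 15% in these data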;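 note: 0% = median of all compound wells on the plate and 100% = blocking peptide control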
proKLK7 act = activates the human kallikrein-7 zymogen | P49862 | purified proKLK7, EDANS-DABCYL substrate fluorescence; 100% is mature enzyme control, 0% vehicle | activation, % at 7 µM | 0.9% of 370,000 active | AID 652039;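 active = activation above the mean of all tested compounds plus 3 SD, computed per campaign excluding outliers beyond control limits, cut at about 13% in these data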
Target sequence (P49862 whole entry, looked up): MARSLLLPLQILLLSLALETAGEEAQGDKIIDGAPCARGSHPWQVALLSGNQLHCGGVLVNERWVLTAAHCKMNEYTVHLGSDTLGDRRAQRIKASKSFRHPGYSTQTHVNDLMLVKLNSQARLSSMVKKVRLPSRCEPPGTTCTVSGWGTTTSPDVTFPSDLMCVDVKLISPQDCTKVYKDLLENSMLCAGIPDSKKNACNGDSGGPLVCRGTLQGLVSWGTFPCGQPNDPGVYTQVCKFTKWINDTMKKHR
PLC-gamma1 inh = PLC-gamma1 (human) inhibition, primary screen | AID 720700 | purified PLC-gamma1, fluorogenic substrate, fluorescence | P19174 | 0.84% of 370,000 active | inhibition, % at 12.2 µM; in the data active = inhibition above about 9.5%
Starred values were filed as active, the others as inactive; i = inactive.

1. COc1ccc(/C=N/N2C(=O)C3C4C=CC(CC4)C3C2=O)c(OC)c1 (configuration not stated)
2. Cc1ccc(CSc2nnc(Cn3c(=O)sc4ccccc43)n2C)cc1
3. CCc1c(O)nc(SCC(=O)Nc2ccc(OC)cc2)n(C2CCCCC2)c1=O
4. COc1ccc(NC(=O)c2cc(S(=O)(=O)N3CCCC3)ccc2OC)cc1
5. COc1ccc(CNC(=O)Cn2ncn3cccc3c2=O)cc1
6. O=C(COC(=O)c1ccc(O)cc1O)Nc1ccc2ccccc2c1
7. CC1CN(CC(=O)Nc2cccc(C(=O)Nc3cccc(C(F)(F)F)c3)c2)CC(C)O1 (configuration not stated)
8. Cc1cc(C)cc(OCC(=O)OCC(=O)NC2CCCCCC2)c1

entry no.	1	2	3	4	5	6	7	8
ASAP1 inh	-3	9	12	-15	2	2	4	-10
Tn7 DDE FP	-3	-4	5	0	4	-7	-8	1
LEDGF integ inh	-6	0	2	-1	0	-3	3	2
ADAM10 inh	-2	-7	1	-6	-3	-1	9	3
ARFGAP1 inhibitor	-1	8	-7	-3	-1	20	-4	-8
ADAM17 inh	-1	-2	-1	1	-5	2	4	-2
TDP2 inh	-4	2	-4	9	-11	-2	-14	7
DDE Tn6 FP inh	7	3	-3	1	-2	0	-11	-3
proKLK7 act	-0.3	-0.2	-0.1	0.1	-0.8	-0.3	0.9	-0.4
PLC-gamma1 inh	-2	1	-3	3	-2	0	0	-4

9. CO/N=C/c1ccc(OC)c(Oc2nc(OC)cc(OC)n2)c1
10. COc1cccc(Nc2c(F)c(F)c(F)c(F)c2C(=O)O)c1
11. COc1ccc(CNCCCO)cc1OC
12. COc1ccc2oc(-c3ccco3)cc(=O)c2c1
13. O=C(CCc1ccccc1)Nc1cc2c(cc1C(=O)O)OCCCO2
14. COc1ccc(NC(=O)c2ccc(NC(=O)CCS(=O)(=O)c3cccs3)cc2)cc1
15. CC(NC(=O)CN(C)S(=O)(=O)c1ccc2c(c1)c(=O)n(C)c(=O)n2C)c1ccccc1 (configuration not stated)
16. Cc1cc(Br)cc2c1NC(=O)C2(c1c(C)n(C)n(-c2ccccc2)c1=O)c1c(C)n(C)n(-c2ccccc2)c1=O

entry no.	9	10	11	12	13	14	15	16
ASAP1 inh	-2	-1	-8	-5	-9	6	-2	-4
Tn7 DDE FP	7	7	-3	-5	3	-5	-1	3
LEDGF integ inh	-5	1	-2	5	0	1	-4	-3
ADAM10 inh	-5	5	-4	i	-9	-12	-8	3
ARFGAP1 inhibitor	7	1	6	6	0	24	-1	15
ADAM17 inh	-2	2	-1	i	-5	-1	-5	-8
TDP2 inh	0	0	-8	8	-1	8	1	-2
DDE Tn6 FP inh	0	-1	1	9	0	-1	0	-1
proKLK7 act	-0.6	-0.2	-0.2	57*	-0.1	0.1	0.0	-0.8
PLC-gamma1 inh	-2	2	0	i	-2	1	-1	1

17. Cc1nc2ccc(S(=O)(=O)NCC(=O)N3CCC(C)CC3)cc2s1
18. CCN(CC)S(=O)(=O)c1cc(NC(=O)Cc2n[nH]c(=O)c3ccccc23)ccc1C
19. CN(C)CCOc1ccc2c(c1)C(=O)C(=Cc1ncc([N+](=O)[O-])n1C)C2
20. Cc1cc(C)n(-c2nncc(-c3ccccc3)n2)n1
21. O=C(CCN1C(=O)c2ccccc2C1=O)NCc1ccc(Cl)cc1
22. CC(C)c1nc(N2CCOCC2)c(C#N)c2c1CCCC2
23. COC(=O)c1[nH]c2ccc(C)cc2c1NC(=O)c1ccccc1[N+](=O)[O-]
24. CC(=O)NC1C(=O)N=C(SCc2ccccc2)NC1=O (configuration not stated)

entry no.	17	18	19	20	21	22	23	24
ASAP1 inh	2	6	20	1	-2	1	14	-20
Tn7 DDE FP	1	7	4	0	1	-6	-1	2
LEDGF integ inh	-1	4	6	-1	-2	-3	6	-3
ADAM10 inh	6	6	0	-9	-2	-69	9	8
ARFGAP1 inhibitor	12	-1	0	10	15	12	-1	-1
ADAM17 inh	-4	-1	4	-7	2	-16	6	3
TDP2 inh	4	10	12	-3	-3	-5	-13	-9
DDE Tn6 FP inh	-2	-12	-9	-6	4	7	-3	7
proKLK7 act	0.1	-0.7	-0.2	0.6	-0.3	-2.8	0.8	0.1
PLC-gamma1 inh	1	0	4	-1	2	-17	3	1

25. CC(C)c1ccc(/C=N/Nc2cc(N3CCOCC3)nc(N3CCOCC3)n2)cc1
26. O=C(CSc1nc(O)c(C2CCCCC2)c(=O)[nH]1)NCC1CCCO1 (configuration not stated)
27. O=C(NC(=O)c1ccccc1)OCC1CCCN2CCCCC12 (configuration not stated)
28. O=C(Oc1cccc(NC(=O)c2cccs2)c1)c1cccc(S(=O)(=O)N2CCCC2)c1
29. CC(=O)N1N=C(c2ccc(Br)cc2)OC1(C)CC(=O)Nc1ccccc1 (configuration not stated)
30. O=C(CNC(=O)c1ccccc1)NC1(C(=O)NC2CCCCC2)CCCCC1
31. O=C(O)C1C2CCCCC2=C2CCCCC2C1C(=O)Nc1nccs1 (configuration not stated)
32. O=C(c1ccc2c(c1)OCO2)N1CCCC1

entry no.	25	26	27	28	29	30	31	32
ASAP1 inh	1	4	-1	0	4	-1	2	10
Tn7 DDE FP	-10	7	1	-1	-4	-5	1	3
LEDGF integ inh	-1	1	-3	0	1	5	-2	2
ADAM10 inh	2	-5	-14	18	-22	-4	-10	0
ARFGAP1 inhibitor	2	6	-5	-2	3	-11	-6	-3
ADAM17 inh	2	-3	-4	11*	-2	-1	-7	-1
TDP2 inh	-16	-1	10	6	-4	7	1	4
DDE Tn6 FP inh	5	-7	-3	-4	1	2	-4	10
proKLK7 act	0.4	-0.3	0.7	0.1	0.4	0.1	0.2	0.2
PLC-gamma1 inh	-4	-2	2	0	-9	-2	-4	1

33. O=C(OCCOc1ccc(Br)cc1)c1ccc(Cl)nc1
34. CNc1nc2cccnc2s1
35. N#C/C(=C(/O)COC(=O)Cc1c[nH]c2ccccc12)c1nc2ccccc2[nH]1
36. CCOC(=O)N1CCN(CC(O)COc2cc(C)cc(C)c2)CC1 (configuration not stated)
37. COc1ccc(N(C)S(=O)(=O)c2cccc(C(=O)Nc3ccc(OC)nc3)c2)cc1
38. CCC[C@H]1CN(c2ccc(OC)cc2)C(=O)[C@@H]1CC(=O)Nc1ccccc1
39. COc1ccc2ccccc2c1-c1csc(N)n1
40. O=C(CSc1ccccc1)NC1=NCCS1

entry no.	33	34	35	36	37	38	39	40
ASAP1 inh	11	4	0	-6	3	11	13	1
Tn7 DDE FP	2	-2	7	2	3	-2	10	-2
LEDGF integ inh	-2	1	-2	6	-7	-1	-3	-2
ADAM10 inh	6	1	-8	-10	7	-8	-9	-2
ARFGAP1 inhibitor	24	6	-21	-8	5	12	-7	10
ADAM17 inh	1	-3	-3	-2	2	-5	-7	-5
TDP2 inh	1	-3	-5	-10	-4	4	11	6
DDE Tn6 FP inh	2	-8	0	1	10	-8	-1	0
proKLK7 act	-0.7	0.2	0.2	0.3	0.7	0.1	0.0	-0.3
PLC-gamma1 inh	-2	2	-30	-2	-1	3	-7	1

41. CC(NC(=O)c1cccnc1)C(c1cccs1)N1CCN(C)CC1 (configuration not stated)
42. O=C(c1ccc(O)cc1)c1ccc(C(=O)c2ccc(O)cc2)cc1
43. COc1ccc(C2CC(=O)C(c3cccc(C)c3)=CN2Cc2ccccc2)cc1 (configuration not stated)
44. C[C@@H]1CN([C@@H](C)CO)C(=O)CCCn2cc(nn2)CO[C@H]1CN(C)C(=O)Nc1ccc(F)cc1
45. CC1=C(C)CC(C(=O)NCCc2ccc(F)cc2)C(C(=O)O)C1 (configuration not stated)
46. CSc1ncccc1C(=O)NCC(=O)Nc1ccc(F)c(F)c1
47. CC(C)CN1CCN(Cc2nc(C(C)C)cs2)CC1CCO (configuration not stated)
48. CCN(CC)CCn1c(NCc2cc(OC)ccc2OC)nc2ccccc21

entry no.	41	42	43	44	45	46	47	48
ASAP1 inh	9	2	14	2	-6	-6	-10	-1
Tn7 DDE FP	-10	-2	6	0	1	0	-2	4
LEDGF integ inh	1	-2	1	-4	4	7	0	0
ADAM10 inh	-2	4	-9	-13	6	-2	2	3
ARFGAP1 inhibitor	7	9	-1	0	0	-16	-5	9
ADAM17 inh	3	1	-1	-3	-2	0	-4	-4
TDP2 inh	6	5	-2	-4	-1	-4	-1	9
DDE Tn6 FP inh	5	2	-2	3	-1	-1	6	1
proKLK7 act	-0.7	0.1	-1.6	-0.5	0.2	0.3	0.0	-0.2
PLC-gamma1 inh	1	0	-63	-2	-1	2	-1	-5

49. O=C1CN(CC(=O)N2CCCCC2)c2ccccc2O1
50. CCn1ncc(Br)c1C(=O)Nc1cccc(C(C)=O)c1
51. CN(C(=O)c1ccc(NC(=O)Cc2ccc(NC(=O)C3CCN(C(=O)C4CC4)CC3)cc2)cc1)C1CCCC1
52. Cc1cccc(CCNC(=O)CCS(=O)(=O)c2ccc3nc(C)sc3c2)c1

entry no.	49	50	51	52
ASAP1 inh	-4	0	0	8
Tn7 DDE FP	9	3	4	4
LEDGF integ inh	9	1	-1	1
ADAM10 inh	4	5	-2	-8
ARFGAP1 inhibitor	0	-8	-2	1
ADAM17 inh	-4	1	-2	0
TDP2 inh	8	-7	7	7
DDE Tn6 FP inh	-1	-5	5	5
proKLK7 act	0.1	0.2	0.1	-0.3
PLC-gamma1 inh	-6	2	-1	-3

In the list so far, these contain a COOH group.
10. COc1cccc(Nc2c(F)c(F)c(F)c(F)c2C(=O)O)c1
13. O=C(CCc1ccccc1)Nc1cc2c(cc1C(=O)O)OCCCO2
31. O=C(O)C1C2CCCCC2=C2CCCCC2C1C(=O)Nc1nccs1 (configuration not stated)
45. CC1=C(C)CC(C(=O)NCCc2ccc(F)cc2)C(C(=O)O)C1 (configuration not stated)

entry no.	10	13	31	45
ASAP1 inh	-1	-9	2	-6
Tn7 DDE FP	7	3	1	1
LEDGF integ inh	1	0	-2	4
ADAM10 inh	5	-9	-10	6
ARFGAP1 inhibitor	1	0	-6	0
ADAM17 inh	2	-5	-7	-2
TDP2 inh	0	-1	1	-1
DDE Tn6 FP inh	-1	0	-4	-1
proKLK7 act	-0.2	-0.1	0.2	0.2
PLC-gamma1 inh	2	-2	-4	-1
